PP1 inh – PP1-alpha phosphatase inhibitors, primary screen, counter-screen for PP5 inhibitor project, biochemical, fluorescence, OMFP substrate, single point; Serine/threonine-protein phosphatase PP1-alpha catalytic subunit (Homo sapiens), P62136; purified PP1alpha; inhibition, % at 6.7 µM; 320,000 compounds, 0.9% hits; AID 2235, 2010;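 active = inhibition above the mean inhibition of all tested compounds plus 3 SD, computed separately for each screening campaign, cut at about 15% in these data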
TPT1 inh – Candida albicans TPT1 enzyme inhibitors, primary screen, biochemical, fluorescence polarization. inhibition, % at 5 µM. tRNA 2'-phosphotransferase TPT1 (Candida albicans SC5314). 300,000 compounds, 0.81% hits. recombinant caTPT1, FP RNA substrate dephosphorylation;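 active = inhibition above the mean of all tested compounds plus 3 SD, set per screening campaign, cut at about 24% in these data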;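 note: plate controls were DMSO alone for no effect and ferristatin control at 100 nM for full effect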
ZTA counter – ZTA (EBV) inhibition in EBNA-1 counter-screen; ZTA-DNA binding, fluorescence polarization; inhibition, % at 11 µM; 320,000 compounds, 0.15% hits; in the data active = inhibition above about 33%
Target sequence (P03206 whole entry, looked up): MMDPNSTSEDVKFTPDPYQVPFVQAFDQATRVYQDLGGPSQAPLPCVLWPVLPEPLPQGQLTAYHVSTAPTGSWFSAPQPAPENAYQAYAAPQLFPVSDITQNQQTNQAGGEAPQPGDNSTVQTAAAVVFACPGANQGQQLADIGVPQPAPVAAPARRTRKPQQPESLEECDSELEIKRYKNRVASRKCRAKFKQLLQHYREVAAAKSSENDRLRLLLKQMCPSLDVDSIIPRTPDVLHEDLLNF
Efflux pump mplx – inhibitors of Candida efflux pumps in yeast, primary screen, S. cerevisiae, Nile Red, multiplex; 330,000 compounds, 0.44% hits; inhibition, % at 10 µM; S. cerevisiae Candida pump triplex;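 active = plate passing quality check with inhibition over a set limit, or well fluorescence over plate mean plus 4 SD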;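 note: Nile Red retained in pooled yeast measured as flow cytometry median fluorescence; 0% = buffer negative control and 100% = Enniatin B positive control; higher means more Nile Red kept so more efflux inhibition; some compounds called inactive have numbers as strong as hits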
HCV core dimer – inhibitors of HCV core protein dimerization, primary screen, biochemical, TR-FRET, high-throughput. TR-FRET GST/Flag-core106 dimerization, 1536-well. AID 1899, 2009. inhibition, % at 5 µM. 300,000 compounds, 0.33% hits;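 active = inhibition above the mean of all tested compounds plus 3 SD, set per screening campaign, cut at about 45% in these data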
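Assay system – GST-tagged and Flag-tagged HCV core protein residues 1-106 · Quantity – core106 proteins, GST 13.5 nM and Flag 17 nM · Benchmarks – unlabelled core106 and no-GST-core106 wells · Read-out basis – percent inhibition of core106 dimerization signal · Detection – time-resolved FRET, ex 340 nm, em 617 and 671 nm · Schedule – 4 h at 22.5 °C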
PREPL inhibitor – PREPL enzyme inhibitors, primary screen, biochemical, fluorescence polarization | inhibition, % at 5.96 µM | AID 2751, 2010 | recombinant PREPL, fluorescence polarization activity-based probe | Prolyl endopeptidase-like (Homo sapiens), Q4J6C6 | 320,000 compounds, 0.68% hits; in the data active = inhibition above about 43%;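 note: 0% = enzyme with DMSO and 100% = wells lacking enzyme; many of its hits are not listed in these tables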
Target sequence (Q4J6C6 whole entry, looked up): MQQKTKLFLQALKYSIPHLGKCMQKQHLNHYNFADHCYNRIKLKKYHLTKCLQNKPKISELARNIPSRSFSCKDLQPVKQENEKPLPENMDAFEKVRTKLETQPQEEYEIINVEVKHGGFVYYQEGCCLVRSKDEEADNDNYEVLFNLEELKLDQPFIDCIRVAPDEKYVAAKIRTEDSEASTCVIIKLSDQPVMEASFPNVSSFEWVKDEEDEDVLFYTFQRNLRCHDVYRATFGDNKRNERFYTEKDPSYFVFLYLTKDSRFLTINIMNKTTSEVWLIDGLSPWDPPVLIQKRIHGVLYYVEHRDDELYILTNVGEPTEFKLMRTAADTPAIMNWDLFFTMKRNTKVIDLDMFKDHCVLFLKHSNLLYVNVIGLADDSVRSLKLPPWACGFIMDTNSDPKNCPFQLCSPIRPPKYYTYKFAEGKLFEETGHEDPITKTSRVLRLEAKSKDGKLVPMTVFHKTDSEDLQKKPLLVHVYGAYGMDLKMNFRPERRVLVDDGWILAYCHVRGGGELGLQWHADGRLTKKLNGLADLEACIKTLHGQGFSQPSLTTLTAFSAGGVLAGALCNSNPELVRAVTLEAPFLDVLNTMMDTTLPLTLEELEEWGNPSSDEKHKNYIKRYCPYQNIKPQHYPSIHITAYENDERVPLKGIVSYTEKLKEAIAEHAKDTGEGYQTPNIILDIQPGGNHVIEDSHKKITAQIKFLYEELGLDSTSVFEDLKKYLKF
Fh CTSL1 inh – Fasciola hepatica cathepsin L1 inhibitors, primary screen, counter-screen for PFM18AAP inhibitor project, biochemical, QFRET, fluorogenic peptide substrate. recombinant F. hepatica cathepsin L1, Z-Leu-Arg-MCA fluorescence. inhibition, % at 5.96 µM. 300,000 compounds, 0.49% hits. AID 1906, 2009;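 active = inhibition above the mean of all tested compounds plus 3 SD, set per screening campaign, cut at about 17% in these data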;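 note: 0% = plate median of test compound wells and 100% = 1 µM Z-Phe-Ala-diazomethylketone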
EBNA-1 inh – EBNA-1 DNA-binding inhibitors, primary screen, biochemical, fluorescence polarization; inhibition, % at 14.8 µM; 300,000 compounds, 0.34% hits; AID 1950, 2009; in the data active = inhibition above about 28%
PP5 primary – PP5 phosphatase inhibitors, primary screen, biochemical, fluorescence; purified PP5c, OMFP substrate fluorescence; 320,000 compounds, 0.18% hits; inhibition, % at 6.7 µM;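 active = inhibition above the campaign's mean inhibition across all tested compounds plus 3 SD, cut at about 9.5% in these data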;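 note: 0% = DMSO only and 100% = 100 µM cantharidin control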
* marks the source's active call; other numbers are inactive results; x = no result given. The list is partial, so the mix of outcomes need not match the whole.

SMILES	PP1 inh	TPT1 inh	ZTA counter	Efflux pump mplx	HCV core dimer	PREPL inhibitor	Fh CTSL1 inh	EBNA-1 inh	PP5 primary
CCOC(=O)c1cc(-c2ccc(C)cc2)n(CCC(=O)NCCCOC)c1C	-5	-1	2	0.0	-1	-3	0	-2	2.5
COc1ccc(C(=O)NCCOc2ccccc2Cl)c(OC)c1OC	4	-1	5	-0.2	5	-7	1	3	1.5
CCOC(=O)C1=NN(c2ccccc2)C(=O)/C1=C\c1ccc(N(C)C)cc1	2	4	11	0.1	5	8	-1	0	2.8
COc1ccc(C2NS(=O)(=O)OCC2C)cc1 (centres undefined)	-3	-2	4	0.1	-4	11	-5	-5	3.1
CN(C)/C=N/c1sc2c(c1C#N)CC(C)(C)NC2(C)C	-3	2	0	0.1	0	1	5	-4	-0.8
CCCCOCCCNC(=O)c1ccc([N+](=O)[O-])c(C)c1	-3	0	8	0.0	-9	-1	-4	1	3.2
CCN(CC)c1ccc(NC(=O)CSc2nnc3nc(C)cc(C)n23)cc1	-3	-2	-5	-0.2	-8	10	3	-6	-2.9
Cc1nc(-c2ccncc2)sc1C(=O)Nc1ccc(Br)cc1	-1	0	-7	-0.1	4	1	-2	-5	1.5
O=C(NCCc1nnc2ccc(NCC3CCCO3)nn12)c1ccccc1 (centres undefined)	-4	1	11	-0.1	-2	19	-6	7	4.2
CN1CCN(C(=O)c2cc(S(=O)(=O)Nc3ccccc3F)c(Cl)cc2Cl)CC1	0	-3	-14	-0.1	-4	14	3	13	-2.4
CCCCNC(=O)c1cc2c(-c3ccc(Cl)cc3)nn(C)c2s1	0	2	-6	0.2	4	-15	5	6	1.0
CCN(CC)c1nc2cc(OC)ccc2cc1C#N	3	5	8	0.0	55*	-6	2	-1	-0.2
Cc1ccc(Nc2c(N)c(=O)oc3ccccc23)cc1	1	0	-13	0.1	-8	24	0	-4	0.4
CC(C)(C)NC(=O)NC(=O)CSc1nncs1	-2	-2	10	0.0	-1	1	-2	5	0.3
O=C1OC(Cc2ccccn2)C(O)=C1C1=NCCCN1 (centres undefined)	1	1	-8	0.3	4	7	-2	11	0.7
Cc1cccc(NC(=S)NNC(=O)CC(C)O)c1C (centres undefined)	-2	-6	-3	-0.1	-3	12	0	9	0.5
COc1ccc(N2CCN(C(=O)c3cc([N+](=O)[O-])ccc3N3CCN(CCO)CC3)CC2)cc1	0	-5	4	0.1	10	13	2	6	1.5
CC(=O)c1cc(F)c(N2CCN(C(=O)C(C)(C)C)CC2)cc1C	-3	-2	-3	-0.1	-3	-2	-2	0	-0.3
Cn1c(SCCc2ccc([N+](=O)[O-])cc2)nccc1=O	0	-4	6	0.1	-5	23	11	0	-1.5
CCCCOP(=O)(c1ccc(N(C)C)cc1)C(Nc1ccccc1)c1ccccc1 (centres undefined)	3	-3	-11	-0.4	11	6	0	-2	7.0
N#CCSc1nc2cc(C(=O)N3CCC(C(N)=O)CC3)ccc2c2nc3ccccc3n12	-4	0	14	-0.2	2	-4	4	3	-1.1
C=CCc1ccc(OCCOCCNCCCC)c(OC)c1	0	1	-11	0.1	-7	-12	-6	-6	0.7
O=C(NCCCn1cccn1)C1CCC(=O)N(Cc2ccccc2F)C1 (centres undefined)	-2	-2	5	-0.1	2	5	-2	5	-2.0
O=C(NCc1ccc(F)cc1)C1CCCN1S(=O)(=O)c1ccccc1C(F)(F)F (centres undefined)	-6	x	9	-0.1	x	-2	x	x	-2.4
COc1ccc2cc3cc(C(=O)Nc4ccc5c(c4)OCO5)oc3nc2c1	-1	2	-5	0.1	0	10	-5	-9	3.9
Cc1cc(C)c(-c2csc(Cc3nc(-c4cc5ccccc5oc4=O)cs3)n2)cc1C	-2	-2	-6	-0.5	-22	3	4	5	2.4
Cc1cc(C)nc(SC2CC(=O)N(c3ccc(C)c(C)c3)C2=O)n1 (centres undefined)	2	-1	-3	0.0	6	-2	7	3	-0.8
O=C(C1CC(=O)N(c2ccc3c(c2)OCCO3)C1)N1CCN(c2ccccc2)CC1 (centres undefined)	-4	-1	8	-0.1	7	33	-1	5	0.9
CN(C)S(=O)(=O)c1ccc(C(=O)NCC(=O)N/N=C/c2ccco2)cc1	0	-3	-8	-0.1	-11	-2	2	6	1.0
Cn1c(-c2cccc([N+](=O)[O-])c2)cnc1NCc1cccc([N+](=O)[O-])c1	-2	-4	-4	-0.2	-2	25	2	8	0.6
CC1(c2nnc(Cc3ccccc3)o2)CC(c2ccccc2F)=NO1 (centres undefined)	3	1	15	-0.1	2	-42	3	4	-0.8
Cc1noc(C)c1COc1ccc(C(=O)N2CCC(C)CC2)cc1	-3	x	-25	-0.1	x	12	x	x	4.8
CCCOc1ccc(C2C(C(=O)OC)=CN(CCOC)C=C2C(=O)OC)cc1	8	-5	0	-0.2	7	12	2	0	0.8
Cc1onc(C(=O)NCCc2ccccc2)c1[N+](=O)[O-]	2	1	-5	0.1	-4	12	0	-21	-0.6
Cn1c(NC(=O)c2ccc(Cl)cc2)cc(=O)n(C)c1=O	4	-3	11	0.0	-2	-3	-1	-5	-2.7
COc1cccc(C(=O)Nc2cnn(C(C)C)c2)c1	-6	-1	1	-0.1	2	6	-2	-3	-1.3

Exported as a markdown table: eleven of the compounds above.
| molecule | PP1 inh | TPT1 inh | ZTA counter | Efflux pump mplx | HCV core dimer | PREPL inhibitor | Fh CTSL1 inh | EBNA-1 inh | PP5 primary |
| --- | --- | --- | --- | --- | --- | --- | --- | --- | --- |
| Cc1cc(C)c(-c2csc(Cc3nc(-c4cc5ccccc5oc4=O)cs3)n2)cc1C | -2 | -2 | -6 | -0.5 | -22 | 3 | 4 | 5 | 2.4 |
| Cc1cc(C)nc(SC2CC(=O)N(c3ccc(C)c(C)c3)C2=O)n1 (centres undefined) | 2 | -1 | -3 | 0.0 | 6 | -2 | 7 | 3 | -0.8 |
| O=C(C1CC(=O)N(c2ccc3c(c2)OCCO3)C1)N1CCN(c2ccccc2)CC1 (centres undefined) | -4 | -1 | 8 | -0.1 | 7 | 33 | -1 | 5 | 0.9 |
| CN(C)S(=O)(=O)c1ccc(C(=O)NCC(=O)N/N=C/c2ccco2)cc1 | 0 | -3 | -8 | -0.1 | -11 | -2 | 2 | 6 | 1.0 |
| Cn1c(-c2cccc([N+](=O)[O-])c2)cnc1NCc1cccc([N+](=O)[O-])c1 | -2 | -4 | -4 | -0.2 | -2 | 25 | 2 | 8 | 0.6 |
| CC1(c2nnc(Cc3ccccc3)o2)CC(c2ccccc2F)=NO1 (centres undefined) | 3 | 1 | 15 | -0.1 | 2 | -42 | 3 | 4 | -0.8 |
| Cc1noc(C)c1COc1ccc(C(=O)N2CCC(C)CC2)cc1 | -3 | x | -25 | -0.1 | x | 12 | x | x | 4.8 |
| CCCOc1ccc(C2C(C(=O)OC)=CN(CCOC)C=C2C(=O)OC)cc1 | 8 | -5 | 0 | -0.2 | 7 | 12 | 2 | 0 | 0.8 |
| Cc1onc(C(=O)NCCc2ccccc2)c1[N+](=O)[O-] | 2 | 1 | -5 | 0.1 | -4 | 12 | 0 | -21 | -0.6 |
| Cn1c(NC(=O)c2ccc(Cl)cc2)cc(=O)n(C)c1=O | 4 | -3 | 11 | 0.0 | -2 | -3 | -1 | -5 | -2.7 |
| COc1cccc(C(=O)Nc2cnn(C(C)C)c2)c1 | -6 | -1 | 1 | -0.1 | 2 | 6 | -2 | -3 | -1.3 |

The list continues:
SMILES	PP1 inh	TPT1 inh	ZTA counter	Efflux pump mplx	HCV core dimer	PREPL inhibitor	Fh CTSL1 inh	EBNA-1 inh	PP5 primary
Cc1ccc(Cl)c(OCC(=O)Nc2ccccc2N2CCCCC2)c1	-2	2	3	0.0	4	6	4	-1	-2.5
COC(=O)C1=C(C)NC(=O)CC1c1ccccc1OC (centres undefined)	1	-4	-15	0.0	-2	-10	-5	3	0.2
CCOc1ccc(NC(=O)CN(C)C(=O)c2ccc(-c3ccc(C(C)=O)cc3)o2)cc1OCC	-5	4	-2	-0.1	2	2	-2	8	1.3
CC(C)C(=O)N1CCN(S(=O)(=O)c2ccc3ccccc3c2)CC1	-6	1	0	-0.3	7	7	-3	1	4.8
O=C1N(c2ccc(Cl)c(Cl)c2)CN(Cc2ccccc2)CN1n1cnnc1	-2	-1	1	0.1	1	-16	0	-2	0.0
Nc1nc(-c2ccc3ccccc3c2)c(C2(O)C(=O)Nc3c(Br)cc(F)cc32)s1 (centres undefined)	-3	0	15	0.1	-3	-3	1	4	0.9
NNC(=O)CNC(=O)c1cccc(Br)c1	-3	-3	16	-0.1	0	-1	3	-3	1.8
c1ccc(-c2ccc3c(c2)NCCN3)cc1	-2	0	7	-0.2	-30	-10	0	12	-0.1
O=C(NC1(O)C(=O)c2ccccc2C1=O)c1ccccc1	1	3	-4	0.1	-24	16	64*	-9	15*
CC1CC(C)(C)N(C(=O)CSc2ccc(-c3ccc(F)cc3)nn2)c2ccccc21 (centres undefined)	-5	1	-2	0.4	9	-1	3	-3	3.1
Cc1cc(Cl)ccc1NC(=S)NCc1ccccc1	-3	0	2	-0.3	-1	-3	3	-12	0.5
Cc1cccc(/C=N/NC(=O)c2cc3c(s2)-c2ccccc2CC3)c1	2	-2	9	0.0	6	9	3	132*	3.5
OC(CN1CCN(c2cccc(C(F)(F)F)c2)CC1)c1c[nH]c2ccccc12 (centres undefined)	-1	5	4	-0.1	-8	37	3	-10	1.0
c1nc(N2CCOCC2)c2c3c(sc2n1)CCCC3	-4	0	4	0.2	3	4	-1	-14	2.2
COc1cc2nc(SCC(=O)NCc3ccco3)n(Cc3ccc(Cl)cc3)c(=O)c2cc1OC	0	0	20	0.1	2	-7	3	11	-1.4
C(=N\n1cnnc1)/c1cccs1	-4	-3	2	0.0	5	3	1	6	2.0
COc1ccccc1NS(=O)(=O)c1cc2c(cc1C)NC(=O)CO2	0	-1	-1	-0.1	12	2	4	7	1.4
Cc1ccc(S(=O)(=O)N2CCN(S(C)(=O)=O)CC2)cc1	0	2	4	-0.1	0	3	-4	12	-0.5
CC(C)CCNCC(=O)NC(c1ccccc1)c1ccccc1	2	3	5	0.0	3	-11	-3	1	1.0
O=C(CNC(=O)c1ccccc1)OCC(=O)c1ccccc1Cl	-6	4	3	0.9	5	11	-3	-5	1.9
Nc1c(C(=O)C2CC2)sc2nc3c(cc12)CCC3	-6	-1	-20	0.0	-6	-1	2	-5	-1.3
CCN1CCN(C(=O)CCNC(=O)Cn2cnc3ccccc3c2=O)CC1	1	-3	5	-0.2	-3	-3	-1	-10	-0.8
C=C(C)C(=O)N1CC2(CC(c3cccc(NC(=O)/C=C\C=C/C)c3)=NO2)C[C@H]1C(N)=O (some centres undefined)	8	-3	-17	0.1	56*	9	8	-3	0.2
CCOc1cccc2sc(N(CCCN(C)C)C(=O)c3ccc(S(=O)(=O)N4CCCCCC4)cc3)nc12	3	-3	5	0.0	-5	-10	0	-3	1.1

3 compounds already listed, arranged by their value in PREPL inhibitor, high to low:
structure | TPT1 inh | Efflux pump mplx | HCV core dimer | PREPL inhibitor | EBNA-1 inh | PP5 primary
CCN(CC)c1ccc(NC(=O)CSc2nnc3nc(C)cc(C)n23)cc1 | -2 | -0.2 | -8 | 10 | -6 | -2.9
COc1cccc(C(=O)Nc2cnn(C(C)C)c2)c1 | -1 | -0.1 | 2 | 6 | -3 | -1.3
N#CCSc1nc2cc(C(=O)N3CCC(C(N)=O)CC3)ccc2c2nc3ccccc3n12 | 0 | -0.2 | 2 | -4 | 3 | -1.1
